Source: PubChem BioAssay
NCI-60 one-dose screen, 48 h, at 10 µM unless noted. Numbers give growth in % (100 = growth as untreated, 0 = no growth, -100 = all killed).
HCC-2998: HCC-2998 colon cancer; hit rate 4.7% among 79,000; AID 1794799
HT29: HT29 colon cancer; hit rate 7.4% among 81,000; AID 1794748
SF-268: SF-268 CNS cancer cells. hit rate 3.1% among 82,000. AID 1794759
SNB-75: SNB-75 CNS cancer | hit rate 5% among 79,000
HCT-116: HCT-116 colon cancer | hit rate 7.3% among 82,000 | AID 1794798
SW-620: SW-620 colon cancer; hit rate 5.2% among 82,000; AID 1794795
HCT-15: HCT-15 colon cancer | hit rate 5.2% among 82,000
KM12: KM12 colon cancer cells | hit rate 5% among 82,000
SNB-19: SNB-19 CNS cancer cells. hit rate 2.5% among 81,000
Numbers without * were called inactive; . = no result given. How the source made its calls: active means growth percent below 10; inactive means the rest.

SMILES | HCC-2998 | HT29 | SF-268 | SNB-75 | HCT-116 | SW-620 | HCT-15 | KM12 | SNB-19
Cn1cc(C#N)c(=O)[nH]c1=O | 103 | 105 | 104 | 101 | 104 | 96 | 104 | 102 | 109
COc1ccccc1OC(C)=O | 94 | 100 | 104 | 81 | 92 | 107 | 95 | 111 | 107
c1ccc(Nc2n[nH]c(-c3cccnc3)n2)cc1 | 108 | 99 | 91 | 51 | 99 | 107 | 103 | 100 | 78
COc1cc(-c2nc(NC(C)=O)sc2-c2ccnc(NCCCNS(=O)(=O)c3ccc(Cl)cc3)n2)ccc1Cl | 99 | 32 | 54 | 77 | 52 | 95 | 55 | 47 | 85
COc1cccc(-c2nc3sccn3c2-c2ccnc(NCCCNS(=O)(=O)c3ccc(Br)cc3)c2)c1 | 87 | 55 | 52 | . | 61 | 80 | 54 | 60 | 79
CCOC(=O)C(=O)CC(=O)N1C(=S)NC(=O)C1CC(C)C (stereo not drawn) | 98 | 113 | 95 | 100 | 95 | 106 | 95 | 99 | 100
CC(S(=O)(=O)c1ccccc1)S(=O)(=O)c1ccccc1 | 106 | 92 | 97 | 94 | 105 | 119 | 101 | 107 | 105
O=C(CCc1nnc(COc2ccccc2)o1)c1nc2ncccc2[nH]1 | 103 | 99 | 87 | 66 | 87 | 92 | 104 | 93 | 97
Fc1cc(-c2nnc(Nc3ccccc3Cl)o2)cc(F)c1F | 115 | 78 | 126 | 123 | 33 | 105 | 56 | 91 | 99
CC(O)C(=O)Nc1ccccc1 (stereo not drawn) | 109 | 103 | 105 | 70 | 103 | 103 | 103 | 106 | 114
O=C1Nc2ccc(Br)cc2/C1=N/c1nc(-c2ccc(Br)cc2)cs1 | 111 | 88 | 89 | 81 | 73 | 103 | 101 | 95 | 98
CC1(C)C(N(O)C(=O)Nc2ccc(Cl)cc2)N(c2ccc(Cl)cc2)C(=O)N1CC(=O)N/N=C/C=C/c1ccc([N+](=O)[O-])o1 (stereo not drawn) | -91* | -43* | . | 9.9* | -98* | -16* | 37 | 23 | 49
c1ccc(Oc2cccc3ccccc23)cc1 | 107 | 96 | 92 | 86 | 98 | 97 | 103 | 99 | 95
Cc1cc(N=Nc2ccc(N=Nc3ccc(N=Nc4ccc(O)c(C(=O)O)c4)cc3)c(S(=O)(=O)O)c2C)c(N)cc1N | 98 | 95 | 90 | 68 | 99 | 92 | 108 | 104 | 99
CC(C)CCC[C@@H](C)[C@H]1CC[C@H]2[C@@H]3CC=C4N(c5ccccc5)C(=O)CC[C@]4(C)[C@H]3CC[C@]12C | 102 | 90 | 99 | 94 | 99 | 100 | 96 | 105 | 109
CCOC(=O)c1cnc2nc[nH]n2c1=O | 106 | 104 | 96 | 103 | 99 | 107 | 107 | 99 | 103
COc1cc(/C=C2\CC/C(=C\c3cc(CN4CCOCC4)c(O)c(OC)c3)C2=O)cc(CN2CCOCC2)c1O | 100 | . | 89 | 90 | 105 | 108 | 92 | 93 | 94
CCOC(=O)C(NC(C)=O)(C(=O)OCC)C1c2ccccc2-c2ccc(N)cc21 (stereo not drawn) | 101 | 97 | 97 | 85 | 97 | 85 | 101 | 106 | 108
Nc1ccc(N=Nc2ccc(/C=C/c3ccc(N=Nc4ccc(N)c5ccccc45)cc3S(=O)(=O)O)c(S(=O)(=O)O)c2)c2ccccc12 | 101 | 112 | 102 | 100 | 96 | 93 | 99 | 106 | 100
O=S(=O)(Cc1ccc(Cl)cc1Cl)c1ccc(Cl)cc1 | 32 | 9.7* | 68 | 19 | 27 | 38 | 32 | 34 | 44
CCCCC[C@@H]1Cc2cc(O)c(C(=O)O)c3c2[C@H](C[C@]2(OC[C@@H](CC(=O)[C@](C)(CC)C(=O)OC)[C@@H]2C)O3)O1 | 112 | 118 | 103 | 104 | 108 | 113 | 84 | 92 | 91
N#C/C(=C\c1cccc([N+](=O)[O-])c1)C(=O)c1ccccc1 | 114 | 110 | 99 | . | 97 | 105 | 115 | 109 | 103
COc1cc2c(c(OC)c1OC)CCC(c1cccc(C(=O)Nc3ccccc3)c1)O2 (stereo not drawn) | 100 | 84 | 78 | 96 | 78 | 93 | 78 | 92 | 83
COc1cc(-c2c3c(cn2S(=O)(=O)c2ccccc2)-c2nc(Nc4ccccc4)sc2CC3)cc(OC)c1OC | 109 | 86 | 98 | 72 | 83 | 85 | 86 | 86 | 84
CC(=O)Nc1cccc(OCc2cccc([N+](=O)[O-])c2)c1 | 96 | 108 | 88 | 105 | 112 | 110 | 100 | 103 | 99
COc1cc2c(c(OC)c1OC)CCC(c1cccc(NC(=O)c3ccc(Br)cc3)c1)O2 (stereo not drawn) | 102 | 77 | 79 | 86 | 72 | 91 | 85 | 91 | 86
Cc1ccc(-c2cnc3sc4c(-c5ccccc5)n[nH]c(=O)c4n23)cc1 | 102 | 99 | 96 | 102 | 95 | 108 | 106 | 99 | 108
Nc1cc2c(cc1Br)-c1ccccc1C2=O | 109 | 112 | 86 | 78 | 98 | 102 | 97 | 98 | .
COc1cc(/C(Cl)=C/C=C/C(=O)c2c(C)[n+]([O-])c3ccc(Cl)cc3[n+]2[O-])cc(OC)c1OC | 83 | 14 | -20* | 20 | 2.9* | 1.6* | 11 | 33 | 51
COc1ccc(N=Nc2c(N)nn3c(-c4ccc(OC)cc4)ccnc23)cc1 | 101 | 97 | 92 | 129 | 58 | 98 | 75 | 93 | 99
c1cc2ccc3cc2cc1CNCCOCCNCc1ccc2ccc(cc2c1)CNCCOCCNC3 | -57* | -34* | -56* | -99* | -4.4* | 2.5* | 97 | -39* | -22*
CC(=O)OCCC#N | 109 | 99 | 114 | 91 | 110 | 106 | 79 | 115 | 116
CCOC(=O)C1CC(C(=O)OCC)C(=Nc2ccccc2)C1=O (stereo not drawn) | 92 | 111 | 96 | 84 | 106 | 105 | 97 | 95 | 100
Nc1ccc(C(OC(=O)c2cc3ccccc3c(Cc3c(O)c(C(=O)OC(c4ccc(N)cc4)(c4ccc(N)cc4)c4ccc(N)cc4)cc4ccccc34)c2O)(c2ccc(N)cc2)c2ccc(N)cc2)cc1 | 9.4* | 8.7* | 25 | 8.6* | 8.9* | 16 | 50 | 5.3* | 19
Cc1ccc(C2C(C(=O)c3ccco3)=C(O)C(=O)N2CCCN2CCOCC2)o1 (stereo not drawn) | 106 | 104 | 108 | 93 | 137 | 110 | 105 | 110 | 104
O=[N+]([O-])c1ccc(/C=N\Nc2ccccc2)cc1 | 97 | 97 | 74 | 82 | 66 | 80 | 65 | 36 | 104
COc1ccc(/C=C2\Oc3cc(OCCN4CCCC4)ccc3C2=O)c(OC)c1OC | 97 | 42 | 100 | 92 | 77 | 85 | 99 | 106 | 101
COc1ccc(-n2c(N)c(-c3nc4ccccc4[nH]3)cc(C#N)c2=O)cc1 | 108 | 90 | 96 | 60 | 88 | 106 | 89 | 100 | 79
c1ccc(Oc2ncnc3ccccc23)cc1 | 110 | 101 | 105 | 102 | 110 | 104 | 108 | 102 | 105
COC(=O)C1(CC(=O)c2ccc(OC)cc2)NC(=S)NC(=O)C1C#N (stereo not drawn) | 110 | 120 | 107 | 97 | 110 | 113 | 104 | 111 | 106
CC1=NN(c2ccccc2)C(=O)C1N=Nc1ccccc1O (stereo not drawn) | 92 | 105 | 97 | 101 | 102 | 105 | 102 | 97 | 103
CCCCCCC1=C(P(=O)(O)O)N[C@H](C(=O)O)CS1 | 92 | 91 | 107 | 88 | 87 | 85 | 98 | 103 | 93
O=C(O)c1cc(O)[nH]c(=O)c1 | 100 | 97 | 107 | 81 | 100 | 95 | 107 | 105 | 96
COc1ccc(C2CCCCC2=O)cc1 (stereo not drawn) | 107 | 108 | 116 | 101 | 106 | 104 | 99 | 112 | 111
c1ccc(-c2nc3ccccc3n3cccc23)cc1 | 87 | 112 | 104 | 80 | 94 | 98 | 98 | 103 | 97
O=C1/C(=C/c2ccc(Cl)cc2)SC(=S)N1C1c2ccccc2Oc2ccccc21 | 92 | 89 | 97 | 87 | 83 | 87 | 89 | 100 | 96
O=C(O)c1ccc(-n2cc(CNc3cccc(F)c3)c(-c3ccc(C(F)(F)F)cc3)n2)cc1 | 97 | 79 | 82 | . | 67 | 88 | 58 | 69 | 83
CC(=O)O/C=C(\C)C1CCC2C1(C)CC=C1C23C=CC2(CC(OC(C)=O)CCC12C)C1C(=O)OC(=O)C13 (stereo not drawn) | 110 | 99 | 95 | 84 | 96 | 96 | 98 | 96 | 104
CCN1CCN(C(=O)[C@]23CCC(C)(C)C[C@H]2C2=CC[C@@H]4[C@@]5(C)C/C(=C/c6ccccn6)C(=O)C(C)(C)[C@@H]5CC[C@@]4(C)[C@]2(C)CC3)CC1 | 90 | 87 | 88 | 80 | 57 | 90 | 77 | 92 | 92
COC(=O)c1ccc(C(=O)Nc2ccccc2N)cc1 | 86 | 87 | 65 | 78 | 75 | 72 | 84 | 86 | 86
COc1ccccc1-c1cnc2[nH]c(-c3ccccc3)c(C#N)c(=O)n12 | 80 | 80 | 93 | 70 | 79 | 97 | 67 | 75 | 88
CCN(CC)Cc1cc(Nc2ccnc3cc(Cl)ccc23)cc(-c2ccc(Cl)cc2)c1O | 64 | 23 | 8.6* | -36* | 43 | 12 | 25 | 34 | 33
CC(C)CSc1nc(NNC(N)=O)c(C#N)c(-c2ccccc2)n1 | 106 | 113 | 101 | 92 | 96 | 102 | 105 | 108 | 98
COc1ccc(/C=N/N=C(/c2ccccc2)c2ccc3nc(-c4ccc(Cl)cc4)[nH]c3c2)cc1 | 90 | 66 | 89 | 106 | 75 | 88 | 60 | 76 | 84
Cc1ccc(C)c(NC(=O)c2ccc(Cl)cc2Cl)c1 | 92 | 96 | 97 | 104 | 97 | 102 | 102 | 97 | 109
O=C(Nc1cccc(Cl)c1)C1CCCC1=Nc1cccc(Cl)c1 (stereo not drawn) | 99 | 105 | 136 | 98 | 105 | 113 | 92 | 130 | 102
O=P(O)(c1ccc(Br)cc1)c1ccc(Br)cc1 | 114 | 100 | 108 | 76 | 114 | 101 | 102 | 109 | 101
CN(CC(=O)O)c1ncc(-c2ccc(Cl)cc2)cn1 | 106 | 104 | 95 | 84 | 97 | 99 | 98 | 106 | 98
CC(C)N(C(=S)SSC(=S)N(C(C)C)C(C)C)C(C)C | 113 | 88 | 103 | 102 | 97 | 105 | 98 | 108 | 109
CC(C)CC(O)C(C)C (stereo not drawn) | 104 | 99 | 100 | 98 | 105 | 110 | 102 | 107 | 110
The results go on.
SMILES | HCC-2998 | HT29 | SF-268 | SNB-75 | HCT-116 | SW-620 | HCT-15 | KM12 | SNB-19
O/N=C1\c2ccccc2-c2cc(Br)ccc21 | 99 | 99 | 88 | 93 | 93 | 105 | 97 | 93 | 106
CCOC(=O)C1=C(C)NC(C)=C(C(=O)OCC)C1c1cc(Br)c(O)c(OC)c1 | 64 | 71 | 55 | 8.2* | 24 | 25 | 31 | 24 | 45
C=C(C)[C@@H]1CC[C@@]2(C(=O)O)CC[C@]3(C)C(CCC4[C@@]5(C)CCC(OS(=O)(=O)c6ccccc6)C(C)(C)C5CC[C@]43C)C12 (stereo partly drawn) | 34 | 58 | 71 | 86 | 26 | 49 | 40 | 31 | 84
CN1CCN(c2cnc(C(=O)Nc3cc(F)cc4cccnc34)cn2)CC1 | 93 | 43 | 94 | 95 | 9.9* | 40 | 31 | 95 | 87
COC(=O)/C=C/c1ccc(OC)cc1 | 102 | 93 | 97 | 77 | 85 | 104 | 103 | 99 | 115
O=C(Nc1cccc(NC(=O)c2cc(S(=O)(=O)Nc3cccc(Cl)c3)c(O)c(O)c2O)c1)c1cc(S(=O)(=O)Nc2cccc(Cl)c2)c(O)c(O)c1O | 99 | 108 | 93 | 95 | 95 | 109 | 95 | 101 | 102
CN1C(=O)N(C)C2(c3ccccc3)N(CC(=O)NCCc3c[nH]c4ccccc34)C(=O)NC12c1ccccc1 (stereo not drawn) | 115 | 103 | 92 | 67 | 99 | 95 | 104 | 101 | 92
